Bioassay records (PubChem)
NPYLR7 agonist: mosquito NPYLR7 agonism; HEK293T NPYLR7/Galpha15, GCaMP6s calcium fluorescence; activation, % at 10 µM; 270,000 tested, 0.15% active; in the data active = activation above about 40%;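 note: 0% = vehicle and 100% = reference agonist at the receptor; some compounds past the cut are filed as inactive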
hcGAS lum: blocks human cGAS activity; 290,000 tested, 0.081% active; inhibition, % at 12.5 µM; AID 1259398; recombinant h-cGAS, ATP depletion, Kinase-Glo luminescence;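 note: 0% = vehicle reaction and 100% = reaction without DNA for no activity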
Target sequence (Q8N884 whole entry, looked up): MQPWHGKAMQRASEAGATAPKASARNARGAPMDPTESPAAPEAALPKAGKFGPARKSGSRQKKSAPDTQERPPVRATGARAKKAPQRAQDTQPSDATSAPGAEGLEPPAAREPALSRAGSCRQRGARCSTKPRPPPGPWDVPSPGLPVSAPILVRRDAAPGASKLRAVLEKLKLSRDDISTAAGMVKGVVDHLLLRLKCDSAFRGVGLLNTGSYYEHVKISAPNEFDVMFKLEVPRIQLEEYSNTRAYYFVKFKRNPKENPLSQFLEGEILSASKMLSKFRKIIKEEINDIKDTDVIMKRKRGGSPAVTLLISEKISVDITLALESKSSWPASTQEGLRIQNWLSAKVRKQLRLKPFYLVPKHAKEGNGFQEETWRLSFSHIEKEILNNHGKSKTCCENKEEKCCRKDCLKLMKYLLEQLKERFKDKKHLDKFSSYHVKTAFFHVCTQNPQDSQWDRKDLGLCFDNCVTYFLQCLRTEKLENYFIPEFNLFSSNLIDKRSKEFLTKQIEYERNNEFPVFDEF
mcGAS inh: mouse cGAS inhibition by luminescence; recombinant cGAS, Kinase-Glo ATP depletion luminescence; 160,000 tested, 0.15% active; AID 1259399; inhibition, % at 12.5 µM;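 note: 0% = negative control wells and 100% = reference inhibitor with no enzyme activity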
Numbers without * were called inactive; . = no result given; & = joins results of further samples. Cut-off read from the data, not from the text of the source, unless noted: active = inhibition above about 40%; inactive = the rest.

SMILES	NPYLR7 agonist	hcGAS lum	mcGAS inh
O=C1CSC(c2cccc(C(F)(F)F)c2)N1c1ccc(O)cc1 (stereo not drawn)	-2	-3	.
COc1cccc(NC(=O)Cn2nc(C3CC3)c3cnn(-c4ccc(C)cc4C)c3c2=O)c1	2	-5	.
CN(Cc1ccc(C(C)(C)C)cc1)C(=O)c1ccc2nc[nH]c2c1	5	-7	.
O=[N+]([O-])c1cccc(C2c3cccn3CCCN2Cc2ccoc2)c1 (stereo not drawn)	14	-6	-3
Cc1cc(Cl)cc2sc(N(CCCn3ccnc3)C(=O)c3ccco3)nc12	-9	-8	-8
CCOC(=O)Cn1c(O)c(N=NC(=O)CNC(=O)c2ccncc2)c2ccccc21	10	-4	-6
COCCN(Cc1c(-c2ccccc2)noc1N1CCOCC1)C(=O)c1ccccc1F	-2	-5	-3
O=C(Nc1ccc(N2CCc3ccccc3C2)c(C(=O)N2CCCC2)c1)Nc1cccc(Cl)c1Cl	14	-5	-6
O=C(CSc1nc2ccccc2s1)N/N=C\c1c(O)ccc2ccccc12	-10	-1	2
CCN(C(=O)CCc1ccncc1)C1CN(C(=O)OC(C)(C)C)C1	4	-9	.
CCCCc1c(O)n2c(nc3ccccc32)[nH]c1=O	-1	-4	.
CCS(=O)(=O)c1ncc(CN2CCCC(C(=O)c3nccn3C)C2)n1CCOC (stereo not drawn)	16	-4	.
COc1ccc2nc(N(CCN(C)C)C(=O)c3cc(Cl)sc3Cl)sc2c1	-3	-7	-7
O=C(CN(CCCN1CCOCC1)S(=O)(=O)c1cc(Cl)ccc1Cl)N(Cc1ccc2c(c1)OCO2)Cc1ccco1	13	-3	-6
COC(=O)[C@@H]1CCCN1Cc1cn(-c2ccccc2C)nc1-c1ccc(OC)c(F)c1	1	-11	-11
CNc1oc(-c2ccc(COc3ccc(C)cc3)o2)nc1C#N	-1	-9	-11
CC(C)(C)c1cc2nc(-c3ccccc3F)cc(C(=O)NC3CCCCNC3=O)n2n1 (stereo not drawn)	-10&3	-8&-5	-9&-7
COCc1nnc(NS(=O)(=O)c2ccc(Br)cc2)s1	2	3	.
CC(C)n1ccc(CN2CCN(C)C3(CCN(C(=O)c4ccco4)CC3)C2)c1	-5	-3	-16
O=C(CCN1CCCCO1)NC1CCCc2nc(-c3ccccc3)ncc21 (stereo not drawn)	11	-15	.
CCNC(=O)[C@@H]1CCCN1S(=O)(=O)NCc1ccccc1	7	-13	.
COc1ccc(C)c2sc(N(CCN(C)C)C(=O)/C=C/c3cccs3)nc12	-8	1	0
Cc1ccccc1N1CCN(C(=O)c2n[nH]c3c2CN(C(=O)c2ccccc2[N+](=O)[O-])CC3)CC1	.	2	-1
CNc1nc2cnc(Nc3ccncc3)cc2n1-c1cccc(C(F)(F)F)c1	17	-6	-7
CCc1nc2ccc(C(=O)NCCN3CCOCC3)cn2c1N(C)C(=O)Cc1ccccc1	-1	-4	-4
Cn1c(=O)c2c(SCC(=O)Nc3ccc(C(N)=O)cc3)nc(-c3ccccc3F)nc2n(C)c1=O	-2	-10	-9
Cc1cc(N(C)/N=C\c2ccc(OCC(=O)O)cc2)nc(-c2ccccc2O)n1	-14	8	.
CC(C)CNC(=O)C1(C)CCCN1C(=O)C(C)(C)Oc1ccc(Cl)cc1 (stereo not drawn)	1	-13	-8
Cc1ccccc1NC(=O)Cn1cccc(-c2nc(-c3ccccc3)no2)c1=O	.	-10	-9
CN(Cc1ccc(Br)o1)Cc1nc(C(C)(C)C)no1	1	-15	.
COc1ccccc1N1CCN(S(=O)(=O)c2ccc(C)cc2)CC1	.	-6	-9
CC(C)n1cnnc1CCNCc1cc2c(cc1OC(F)F)OCO2	2	-10	.
Cc1ccc(S(=O)(=O)CCc2nnc(NC(=O)c3ccco3)s2)cc1C	-1	-2	-6
CN(C)C(=O)COC(=O)CNC(=O)Cc1ccccc1	3	-5	.
COc1ccccc1NC(=O)c1cc(-c2ccccc2)nc2ccccc12	2	-3	-3
CC(=O)Nc1ccc(CN2CCCC(N3CCN(c4ccccc4)CC3)C2)cc1 (stereo not drawn)	10	-9	.
CCCCCCc1ccc(C(=O)N(Cc2cccc(OS(=O)(=O)CC)c2)Cc2ccco2)cc1	22	-8	-5
CCN1CC(Cn2ccnc2-c2ccncc2)CC1=O (stereo not drawn)	-4	-5	-23
O=C(Nc1cccc(-c2cscn2)c1)C1CCN(Cc2ccc(Cl)c(F)c2)CC1	3	-7	-10
O=C(Cc1csc(NC(=O)NC2CCCCC2)n1)NCC1CCCCC1	.	-4	-4

Compounds above with bromine:
SMILES	NPYLR7 agonist	hcGAS lum	mcGAS inh
COCc1nnc(NS(=O)(=O)c2ccc(Br)cc2)s1	2	3	.
CN(Cc1ccc(Br)o1)Cc1nc(C(C)(C)C)no1	1	-15	.

Next section.
SMILES	NPYLR7 agonist	hcGAS lum	mcGAS inh
Cc1ccccc1-n1c(Cc2ccccc2)nnc1SCc1ccc(C(=O)N2CCCC2)cc1	2	-2	-5
Cn1c(=O)c2nc(Sc3ccccc3C(=O)O)n(C)c2n(C)c1=O	-2	18	.
COCCNc1oc2c(c1-c1ccc([N+](=O)[O-])cc1)c(=O)oc1ccccc12	-8	-2	-7
COc1cc(C(=O)NCCc2cn3ccccc3n2)ccc1OC1CCN(C(C)=O)CC1	7	-12	.
CC(NC(=O)N(CC1CCOC1)C1CC1)c1nncn1C (stereo not drawn)	10	-9	-16
COc1ccc2c(c1)CCN(C(=O)c1nnn(-c3nc4c(s3)CCCC4)c1C)C2	7	-1	.
O=S(=O)(c1cc(Cl)cc(Cl)c1)N1CCC(c2nnc3ccccn23)CC1	3	-5	.
C=CCCC(O)CN(CCN1CCOCC1)Cc1nc2sc(C(C)C)cc2c(=O)[nH]1 (stereo not drawn)	-8	2	1
CNc1nc2cnc(Nc3ccccc3Cl)cc2n1-c1cccc(F)c1	7	-6	-8
O=C(O)CCc1nnc(SCc2ccc(Cl)cc2Cl)[nH]c1=O	10	0	.
CCSc1nnc(SCC(=O)NC(=O)NCc2ccccc2)s1	-3	0	.
CC(=O)N1c2ccccc2N=C2CC(c3ccccc3)CC(=O)C2C1c1ccco1 (stereo not drawn)	2	-6	-7
CCOc1ccc(NC(=O)CSc2nnc(Cc3ccc(C)cc3)c(=O)[nH]2)cc1	-5	-2	-9
Cc1cccc(CN(Cc2ccc(C(O)(c3cccs3)c3cccs3)o2)CC(C)C)c1	4	-1	-2
CN(CC1(CO)CCOCC1)c1nc(-c2cccnc2)nc2c1CNC2	8	1	.
CC(=O)Cn1c(=O)c2c(nc3n(C(C)C)c(C)cn23)n(C)c1=O	2	-4	-8
COc1ccc([C@H]2[C@@H](C(=O)NCCc3ccncc3)c3ccccc3C(=O)N2Cc2ccccc2)cc1	-3	-10	-5
CC(C)C(c1cccnc1)N(C)S(=O)(=O)Cc1cccc(C#N)c1 (stereo not drawn)	-6	-8	.
COc1ccc(CC(=O)N2CCC(c3cn(Cc4cccc(F)c4)c4ccccc34)CC2)cc1	1	-6	-6
Cc1ccc(Cc2nsc(N3CCC(CNC(=O)Nc4cccc(Cl)c4)CC3)n2)cc1	18	-12	-5
O=C(CSc1ncnc2c1nnn2Cc1ccccc1)N1CCC(Cc2ccccc2)CC1	1	-2	3
O=C(NC1CCCCCCC1)C1CCC(CNc2c(N3CCCC3)c(=O)c2=O)CC1 (stereo not drawn)	2	-9	-5
Cc1ccc(Nc2nc(N3CCN(Cc4ccccc4)CC3)nc3nccnc23)cc1Cl	2	0	.
COc1ccccc1NC(=O)CSc1nc2ccccc2s1	-6	-6	-6
COCCn1c(C)cc(O)c(C(c2ccccc2)N2CCC(C)CC2)c1=O (stereo not drawn)	10	-4	.
COc1ccc(C(=O)N(CCc2ccccc2)Cc2ccccn2)c(OC)c1OC	4	-7	.
COc1ccc2c3c1C(CO)N(C(=O)N1CCOCC1)CC3=CC(C)(C)CO2 (stereo not drawn)	0	3	-7
COc1cn(CC(=O)Nc2cc(C)ccc2C)c(CSc2nc(C)cs2)cc1=O	-7	-6	-7
COc1ccc(Cn2c(=O)n(Cc3ccccc3)c(=O)c3oc4ccccc4c32)cc1	30	-13	-9
CCn1c(SC(C)C(=O)NCc2ccc(F)cc2)nnc1C1CC1 (stereo not drawn)	5	-9	.
C=CC(=O)Nc1cccc(-c2cccc(-c3ccc(F)cc3F)n2)c1	-10	-3	-2
CCNc1ccnc(-c2ccc(OC)cc2C)n1	11	-4	-17
CC(=O)Nc1ccccc1NC(=O)CNCc1csc2c1CCCC2	12	-1	-9
Cc1c(C(=O)NCCSCc2ccco2)cnc2c(-c3ccc4c(c3)OCO4)cnn12	13	-3	-6
CCN(CCn1cccn1)Cc1cn[nH]c1-c1ccc(-c2ccccc2)cc1	6&-2	-8&-5	-4
O=C(NC1CCCC1)c1ccc(S(=O)(=O)NC2CC2)cc1	0	-3	.
CC(C)CC(=O)NCC1C(c2ccccc2)C1(C)C (stereo not drawn)	-5	-13	.
COc1ccc(C2c3[nH]c4ccccc4c3CC3C(=O)N(CCc4ccc(OC)c(OC)c4)CC(=O)N32)cc1 (stereo not drawn)	4	9	3
O=[N+]([O-])c1ccc(CSc2ccc(-c3ccco3)nn2)cc1	9	-5	-7
CCCCCCCOc1ccc(C(=O)Nc2ccc3[nH]cc(CCN4CCOCC4)c3c2)cc1	12	0	-4

Part of the list above, as comma-separated lines.
SMILES,NPYLR7 agonist,hcGAS lum,mcGAS inh
Cc1cccc(CN(Cc2ccc(C(O)(c3cccs3)c3cccs3)o2)CC(C)C)c1,4,-1,-2
CN(CC1(CO)CCOCC1)c1nc(-c2cccnc2)nc2c1CNC2,8,1,.
CC(=O)Cn1c(=O)c2c(nc3n(C(C)C)c(C)cn23)n(C)c1=O,2,-4,-8
COc1ccc([C@H]2[C@@H](C(=O)NCCc3ccncc3)c3ccccc3C(=O)N2Cc2ccccc2)cc1,-3,-10,-5
CC(C)C(c1cccnc1)N(C)S(=O)(=O)Cc1cccc(C#N)c1 (stereo not drawn),-6,-8,.
COc1ccc(CC(=O)N2CCC(c3cn(Cc4cccc(F)c4)c4ccccc34)CC2)cc1,1,-6,-6
Cc1ccc(Cc2nsc(N3CCC(CNC(=O)Nc4cccc(Cl)c4)CC3)n2)cc1,18,-12,-5
O=C(CSc1ncnc2c1nnn2Cc1ccccc1)N1CCC(Cc2ccccc2)CC1,1,-2,3
O=C(NC1CCCCCCC1)C1CCC(CNc2c(N3CCCC3)c(=O)c2=O)CC1 (stereo not drawn),2,-9,-5
Cc1ccc(Nc2nc(N3CCN(Cc4ccccc4)CC3)nc3nccnc23)cc1Cl,2,0,.
COc1ccccc1NC(=O)CSc1nc2ccccc2s1,-6,-6,-6
COCCn1c(C)cc(O)c(C(c2ccccc2)N2CCC(C)CC2)c1=O (stereo not drawn),10,-4,.
COc1ccc(C(=O)N(CCc2ccccc2)Cc2ccccn2)c(OC)c1OC,4,-7,.
COc1ccc2c3c1C(CO)N(C(=O)N1CCOCC1)CC3=CC(C)(C)CO2 (stereo not drawn),0,3,-7
COc1cn(CC(=O)Nc2cc(C)ccc2C)c(CSc2nc(C)cs2)cc1=O,-7,-6,-7
COc1ccc(Cn2c(=O)n(Cc3ccccc3)c(=O)c3oc4ccccc4c32)cc1,30,-13,-9
CCn1c(SC(C)C(=O)NCc2ccc(F)cc2)nnc1C1CC1 (stereo not drawn),5,-9,.
C=CC(=O)Nc1cccc(-c2cccc(-c3ccc(F)cc3F)n2)c1,-10,-3,-2
CCNc1ccnc(-c2ccc(OC)cc2C)n1,11,-4,-17
CC(=O)Nc1ccccc1NC(=O)CNCc1csc2c1CCCC2,12,-1,-9
Cc1c(C(=O)NCCSCc2ccco2)cnc2c(-c3ccc4c(c3)OCO4)cnn12,13,-3,-6
CCN(CCn1cccn1)Cc1cn[nH]c1-c1ccc(-c2ccccc2)cc1,6&-2,-8&-5,-4
O=C(NC1CCCC1)c1ccc(S(=O)(=O)NC2CC2)cc1,0,-3,.
CC(C)CC(=O)NCC1C(c2ccccc2)C1(C)C (stereo not drawn),-5,-13,.
COc1ccc(C2c3[nH]c4ccccc4c3CC3C(=O)N(CCc4ccc(OC)c(OC)c4)CC(=O)N32)cc1 (stereo not drawn),4,9,3
O=[N+]([O-])c1ccc(CSc2ccc(-c3ccco3)nn2)cc1,9,-5,-7
CCCCCCCOc1ccc(C(=O)Nc2ccc3[nH]cc(CCN4CCOCC4)c3c2)cc1,12,0,-4

The results go on.
SMILES	NPYLR7 agonist	hcGAS lum	mcGAS inh
CC(C)Oc1ncccc1CNC(=O)N1CCCC1c1ccsc1 (stereo not drawn)	7	-6	.
O=C(NCc1ccccn1)c1ccc(Nc2c(Oc3ccc4c(c3)OCO4)cnn(-c3ccccc3)c2=O)cc1	6	-1	-3
C=C(C)COc1cccc(C(=O)N(CC)Cc2noc(C)n2)c1	12	-7	-9
Cn1c(=O)[nH]c(=O)c2c1nc(NCc1ccccc1Cl)n2Cc1ccccc1Cl	12	-4	.
